Rin1 Abl inh: inhibitors of human Rin1-Abl protein interaction; actives 0.4% (n = 360,000); TR-FRET Rin1/Abl binding, biochemical; inhibition, % at 7.35 µM; AID 588664; in the data active = inhibition above about 5%, passing the limit was not always enough
MsrA act: bovine methionine sulfoxide reductase A activation | purified bovine MsrA, absorbance read-out | activation, % at 10.6 µM | actives 0.3% (n = 360,000) | AID 602163; in the data active = activation above about 7.5%;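 also: 0% = vehicle and 100% = reference activator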
MsrA inh: inhibits bovine methionine sulfoxide reductase A. purified bovine MsrA, absorbance read-out. inhibition, % at 15.5 µM. actives 0.75% (n = 360,000). AID 651718; in the data active = inhibition above about 4.5%;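 also: 0% = vehicle wells with enzyme and 100% = reference inhibitor wells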
PABP1 MLLE inh: inhibitors of microRNA-mediated deadenylation, human PABP1 MLLE binding; P11940; GST-MLLE / FITC-PAM2 fluorescence polarization; inhibition, % at 20 µM; actives 0.36% (n = 360,000); AID 588489; in the data active = inhibition above about 35%, passing the limit was not always enough;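 also: plate controls were DMSO wells with GST-MLLE for no effect and wells lacking GST-MLLE protein for full effect; some results filed as inactive read as strong as hits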
FAS TE block: blocks the thioesterase domain of human fatty acid synthase; P49327; recombinant FAS-TE, OMFH fluorogenic substrate, fluorescence endpoint; inhibition, % at 15 µM; actives 0.67% (n = 360,000); AID 602261;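 active = compounds whose normalised, plate-corrected inhibition of enzyme fluorescence in the single-dose primary screen is 50% or more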;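 also: 0% = DMSO with enzyme and 100% = substrate without enzyme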
eLon inh: inhibitors of E. coli Lon protease | purified E. coli Lon protease, fluorescence polarization | inhibition, % at 7.94 µM | actives 0.42% (n = 360,000) | AID 602123; in the data active = inhibition above about 13%, passing the limit was not always enough;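 also: 0% = enzyme with probe and DMSO and 100% = no enzyme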
Neddyl block: cullin neddylation inhibition; P61081+Q13564; TR-FRET cullin neddylation, biochemical; calls only at 25 µM; actives 0.58% (n = 360,000); in the data active = inhibition above about 36%
CSN deneddyl inh: inhibitors of human CSN-mediated cullin deneddylation; inhibition, % at 12.5 µM; Purified CSN, SCF-Nedd8-OG deneddylation, fluorescence polarization; actives 0.38% (n = 360,000); AID 651999; Q92905;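 active = pattern-corrected inhibition above about 35%, with an unprinted fluorescence ratio check between 0.5 and 1.5, limit read from the data, passing the limit was not always enough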;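 also: 0% = enzyme with substrate and 100% = substrate without enzyme; some results filed as inactive read as strong as hits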
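test system = HEK293T-derived human Csn5 enzyme | amount = 0.24 nM Csn5 enzyme, final concentration | medium = Tris/NaCl/DTT buffer, pH 7.5 | schedule = 90 min reaction at room temperature | signal = FP | evaluation = inhibition of Csn5 cleavage, % | compound dosing = single dose of 12.5 µM compound with 0.25% DMSO | probe or stimulus = 10 nM SCFSkp2-Nedd8OG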
Tb MetRS inh: blocks T. brucei methionyl-tRNA synthetase activity; purified T. brucei MetRS, ATP depletion, Kinase-Glo luminescence; inhibition, % at 11.9 µM; actives 0.4% (n = 360,000);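 active = inhibition above a per-plate cutoff of the control wells' mean inhibition plus 3 SD, cut at about 5.5% in these data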;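 also: 0% = DMSO wells median and 100% = median of wells with control inhibitor compound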
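technique = Kinase-Glo luminescence, ATP depletion format | system = purified MetRS (methionyl-tRNA synthetase) enzyme from Trypanosoma brucei | timing = 15 min preincubation, 2 h reaction, all 25 °C | evaluation = percent inhibition versus plate control medians | dosing = single dose, 11.9 µM final nominal, 0.9% final DMSO | also added = substrates ATP, L-methionine and bulk Escherichia coli tRNA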
Numbers without * were called inactive; i = inactive; . = not tested or not shown; + = active, no number. Not a hit list. About 4% of those tested had a hit in this group.

SMILES | Rin1 Abl inh | MsrA act | MsrA inh | PABP1 MLLE inh | FAS TE block | eLon inh | Neddyl block | CSN deneddyl inh | Tb MetRS inh
NC(=O)CSc1nnc2n(-c3ccccc3)c(=O)c3c4c(sc3n12)CCCCC4 | -1 | -3 | 1.4 | -137 | -4 | -3 | i | 1 | -0.1
Cc1noc(C)c1NC(=O)Nc1ccc2c(c1)C(=O)N([C@H](C)CO)C[C@H](C)[C@@H](CN(C)C(=O)Nc1c(C)noc1C)O2 | 0 | -1 | -0.9 | 11 | -15 | 1 | i | 1 | -0.3
COc1cccc(C(=O)NC2CCCc3c2cnn3-c2cc(C)cc(C)c2)c1 (stereo not drawn) | -2 | -5 | -1.1 | 8 | 8 | -5 | i | 0 | -0.2
COc1ccc(CC(=O)NC2CCCc3ccccc32)cc1 (stereo not drawn) | -2 | 0 | -1.4 | -8 | 1 | 1 | i | -11 | 0.8
CC1(C)CC(=O)C=C(c2cccc(OC(=O)c3ccc(-c4ccccc4)cc3)c2)C1=O | -2 | -3 | 1.5 | 9 | 24 | -3 | i | 2 | -0.8
CCc1noc(C)c1C(=O)N1CCN(S(=O)(=O)c2cccs2)CC1 | 2 | 10.0* | -0.7 | 6 | -4 | -5 | i | 3 | -0.4
CCCCn1c(-c2c(Cl)c(C)nn2C)n[nH]c1=S | 2 | 1 | -1.2 | -29 | -6 | 1 | i | 5 | -0.5
CCCCC1=CC2=CC(=O)C(C)(OC(=O)CC)C(=O)C2=CN1Cc1ccc(OC)cc1 (stereo not drawn) | 0 | -3 | 1.1 | -7 | -7 | 11 | i | 2 | -0.4
NS(=O)(=O)c1ccc(CNC(=O)c2cnccn2)cc1 | -1 | -14 | -1.3 | 3 | -7 | -11 | i | -2 | -0.8
CC(=O)N1CCC(N(CCN2CCOCC2)C(=S)Nc2ccc(C)cc2C)CC1 | -3 | -5 | 0.2 | -12 | -2 | 0 | i | 1 | -0.7
Cc1ccc2nc(C)c(C(=O)N/N=C/c3cccs3)cc2c1 | -4 | -6 | 2.6 | 5 | -2 | 10 | i | -2 | 0.5
Cc1ccc(-c2onc3ccc(Br)cc23)cc1 | 2 | -4 | 1.0 | 8 | 16 | 4 | i | 1 | -0.4
CCOC(=O)N1N=C(C)CC1(O)c1ccc(Cl)cc1 (stereo not drawn) | 3 | -4 | -1.3 | 8 | -2 | 7 | i | 3 | -0.6
c1ccc2c(c1)CCN(c1nc3cc4c(cc3s1)OCO4)C2 | 1 | 5 | 0.1 | 9 | 14 | 1 | i | -4 | -0.2
CCOc1cccc(C2/C(=C(/O)c3ccc4c(c3)CC(C)O4)C(=O)C(=O)N2CCN2CCOCC2)c1 (stereo not drawn) | 0 | 0 | 2.4 | 16 | -4 | 2 | i | 0 | 0.3
CC(=O)Nc1ccc(NC(=O)C(C)OC(=O)C2(c3ccc(Cl)cc3)CCCC2)cc1 (stereo not drawn) | -2 | -4 | 0.2 | -31 | 6 | -4 | i | -9 | 0.4
CCC(C(=O)OC)n1cnc2scc(-c3ccc(C)c(C)c3)c2c1=O (stereo not drawn) | -3 | -2 | 7.5* | -7 | 16 | 3 | i | 1 | -0.3
Nc1c(Cl)ncnc1N/N=C/c1cccnc1 | -3 | -9 | 1.3 | -6 | 0 | 6 | i | -1 | -1.5
CCOc1cc(N2CCOCC2)c(OCC)cc1NC(=O)C(NC(=O)c1ccco1)C(C)C (stereo not drawn) | 0 | -9 | 0.3 | -5 | -4 | -4 | i | 2 | -0.9
COc1ccccc1OC(C)C(=O)Nc1ccccc1C(=O)NCC1CCCO1 (stereo not drawn) | -2 | -2 | -0.9 | -8 | -1 | -1 | i | -1 | -0.8
C/C(=N/Nc1nc(-c2ccccc2)cc(-c2ccc(F)cc2)n1)c1cccc(N)c1 | -3 | -2 | 1.0 | -18 | 17 | 5 | i | -2 | 0.7
Cc1noc(NS(=O)(=O)c2ccc(NC(=O)CSc3nnc(-c4ccccc4)n3C3CCCCC3)cc2)c1C | -3 | -3 | -0.6 | -2 | -3 | 7 | i | 0 | -0.8
CCCCCC(=O)Nc1ccc(-c2csc(C)n2)cc1 | -2 | 1 | 0.5 | -1 | 0 | -5 | i | -5 | -0.5
N#Cc1cc2cc3c(cc2nc1SCC(=O)N1CCOCC1)OCCO3 | -1 | -2 | -0.7 | -1 | 11 | -1 | i | 7 | -0.2
Cc1cccc(COCC(Cc2ccccc2)N2CCN(C(=O)c3cccc(Cl)c3)CCC2=O)c1 (stereo not drawn) | 6 | -8 | -0.8 | 9 | 17 | 11 | i | 1 | -0.3
Cc1nc2ccccc2nc(C)c1=NO | -4 | -5 | 0.5 | -8 | -14 | 8 | i | -1 | -1.2
CC(C)Cn1c(N)c(C(=O)CSc2n[nH]c(N)n2)c(=O)n(C)c1=O | 2 | -1 | -0.1 | 13 | -8 | 1 | i | 2 | -0.2
CCOC(=O)c1[nH]cnc1C(=O)Nc1ccccn1 | 3 | -3 | 0.1 | 9 | -3 | -8 | i | 0 | -0.5
Cc1ccc2nc(SCC(=O)Nc3ccc(Cl)cc3)nc(=O)n2c1 | 0 | -4 | 1.6 | 3 | 5 | -10 | i | -2 | -0.2
COc1ccccc1/C=C1\CCCC2=C1Nc1nnnn1C2c1ccccc1OC (stereo not drawn) | 2 | -1 | -0.7 | -1 | 7 | 1 | i | -12 | 0.1

Five entries picked at random from the list so far:
SMILES | Rin1 Abl inh | MsrA act | MsrA inh | PABP1 MLLE inh | FAS TE block | eLon inh | Neddyl block | CSN deneddyl inh | Tb MetRS inh
COc1ccccc1OC(C)C(=O)Nc1ccccc1C(=O)NCC1CCCO1 (stereo not drawn) | -2 | -2 | -0.9 | -8 | -1 | -1 | i | -1 | -0.8
C/C(=N/Nc1nc(-c2ccccc2)cc(-c2ccc(F)cc2)n1)c1cccc(N)c1 | -3 | -2 | 1.0 | -18 | 17 | 5 | i | -2 | 0.7
Cc1nc2ccccc2nc(C)c1=NO | -4 | -5 | 0.5 | -8 | -14 | 8 | i | -1 | -1.2
Cc1ccc2nc(SCC(=O)Nc3ccc(Cl)cc3)nc(=O)n2c1 | 0 | -4 | 1.6 | 3 | 5 | -10 | i | -2 | -0.2
CCOc1cc(N2CCOCC2)c(OCC)cc1NC(=O)C(NC(=O)c1ccco1)C(C)C (stereo not drawn) | 0 | -9 | 0.3 | -5 | -4 | -4 | i | 2 | -0.9

The list goes on:
SMILES | Rin1 Abl inh | MsrA act | MsrA inh | PABP1 MLLE inh | FAS TE block | eLon inh | Neddyl block | CSN deneddyl inh | Tb MetRS inh
COc1ccc(S(=O)(=O)N(C)C[C@H]2Oc3c(NC(=O)Nc4ccc5c(c4)OCO5)cccc3C(=O)N([C@H](C)CO)C[C@@H]2C)cc1 | 2 | 0 | 0.3 | -5 | 22 | 2 | i | 0 | -0.3
Cc1ccc(NC(=O)c2c(C(=O)Nc3ccccc3)sc3nc(C)cc(=O)n23)cc1 | -2 | -12 | -0.3 | -11 | -16 | 5 | i | -8 | -1.0
CCC(C)N(C(=O)COC(=O)c1cc([N+](=O)[O-])ccc1N)C1CCS(=O)(=O)C1 (stereo not drawn) | -3 | -2 | 1.8 | -5 | -6 | -8 | i | 2 | -0.4
CCCNC(=O)CCn1nc(-c2ccc(C)cc2)c2ccccc2c1=O | 3 | -1 | 1.2 | -27 | -2 | -2 | i | 3 | -0.3
O=C(NNC(=O)c1ccc2ccccc2c1O)NC1CCCCC1 | -5 | -8 | 1.7 | 5 | -28 | -5 | + | -3 | -0.6
Cc1ccc(Nc2nc(N)nc(CSc3nncn3C)n2)cc1 | 2 | 0 | 0.2 | 9 | -6 | -5 | i | -5 | -0.1
COC(=O)c1ccccc1NS(=O)(=O)c1ccc2c3c(cccc13)C(=O)N2 | -1 | -2 | 0.5 | 5 | -23 | 4 | . | -2 | 0.0
O=C(CCN1C(=O)/C(=C/c2cccs2)SC1=S)Nc1ccc(C(=O)O)cc1 | 1 | -9 | 0.2 | -27 | -2 | -21 | i | 10 | -0.4
CC1(C(=O)NS(=O)(=O)c2cccc(F)c2)CCN1C(=O)CCC1CCCC1 (stereo not drawn) | -4 | -4 | -1.1 | 4 | -9 | 1 | i | 1 | -0.2
COc1cc(/C=C/C(=O)OCC(=O)Nc2nnc(-c3ccccc3)o2)cc(OC)c1OC | 1 | -3 | -1.2 | 3 | -6 | -21 | i | 3 | -0.6
CN(C)S(=O)(=O)N1CCC(Oc2ccc(C(=O)NCCc3cscn3)cc2)CC1 | -2 | -3 | 0.0 | -2 | 0 | 3 | i | 1 | 0.0
O=C(CCCOc1ccccc1)OCn1nnc2ccccc2c1=O | 0 | 3 | 1.4 | 1 | 16 | -14 | i | 2 | -0.1
N#C/C(=C\c1cccc([N+](=O)[O-])c1)C(=O)NCC1CCCO1 (stereo not drawn) | -1 | 0 | -0.7 | 27 | -2 | 6 | i | 1 | -0.6
CCCCN(C)C(=O)C(Cc1ccccc1)NS(=O)(=O)c1ccc2c(c1)CCC(=O)N2 (stereo not drawn) | -2 | -1 | -0.7 | 2 | -2 | 5 | i | -2 | -0.5
Cc1nn(Cc2ccccc2Cl)c(C)c1C(=O)N(C)CC(=O)Nc1cccc(F)c1 | 3 | 3 | -0.2 | 4 | -2 | -4 | i | -2 | -0.5
CC(C)(C)OC(=O)N(CCc1ccccc1)Cc1ccccc1OCc1cccc(NC(=O)/C=C/c2ccccc2)c1 | -5 | 1 | 1.9 | 6 | 29 | 5 | i | 1 | -0.7
CCCCc1n[nH]c2c1/C(=N/O)CC(C)(C)C2 | 0 | -2 | -0.3 | -7 | -21 | -8 | i | 4 | -0.5
CCOC(=O)c1c(-c2ccco2)csc1N | -3 | -2 | 0.4 | 18 | -2 | 12 | i | 6 | -0.9
COC(C/C=C/[C@@H](O)COCc1ccccc1)OC | 0 | -3 | -1.5 | -3 | -16 | 6 | i | -3 | -0.4
COc1ccc(C(C)=O)cc1COC(=O)CNC(=O)c1ccc(Cl)cc1 | 4 | -3 | 1.3 | 14 | 2 | -2 | i | -4 | 0.7
CCC(=O)Nc1cc(ON=C(C)C)cc([N+](=O)[O-])c1 | 0 | -2 | -0.1 | 7 | -1 | -3 | i | -7 | 0.6
CC1CC(C)CN(C(=O)COC(=O)C2CCN(S(=O)(=O)c3c(Cl)cccc3Cl)CC2)C1 (stereo not drawn) | 4 | -5 | 0.5 | -2 | 21 | 0 | i | 0 | -0.4
CCOC(=O)c1ccc(NC(=O)CC2C(=O)N(c3cccc(OC)c3)C(=O)N2CCOC)cc1 (stereo not drawn) | 2 | -4 | 0.8 | 1 | 0 | 3 | i | 0 | -0.7
O=C(CCCOc1ccc(Br)cc1)Nc1ccc(S(=O)(=O)N2CCOCC2)cc1 | 5 | -4 | -0.6 | 10 | 21 | 3 | i | 2 | -0.4
COc1ccc(C(=O)NCCN(C)C)c2nc3ccccc3cc12 | -10 | -1 | 1.1 | 2 | -6 | 7 | i | -9 | -0.3
COc1cccc(-c2cc(C(F)(F)F)nc(NCc3ccco3)n2)c1 | 1 | 3 | 0.7 | 4 | 26 | 3 | i | 1 | 0.0
N#Cc1c(SCC(=O)Nc2ccc(Cl)cc2Cl)sc2c(O)cc(=O)[nH]c12 | -1 | -2 | 0.8 | -14 | 1 | -8 | i | 10 | -0.4
Cc1ccc(Cn2c(Sc3ncccn3)nc3c2c(=O)[nH]c(=O)n3C)cc1 | 2 | 1 | -1.0 | -12 | 14 | 1 | i | 0 | -0.2

High-throughput results as filed in PubChem BioAssay.
